Bioassay records (PubChem)
mcGAS inh: mouse cGAS inhibition by luminescence; Q8C6L5; recombinant cGAS, Kinase-Glo ATP depletion luminescence; inhibition, % at 12.5 µM; 160,000 tested, 0.15% active; AID 1259399;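 further: 0% = negative control wells and 100% = reference inhibitor with no enzyme activity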
hcGAS lum: human cGAS inhibition; 290,000 tested, 0.081% active; Q8N884; recombinant h-cGAS, ATP depletion, Kinase-Glo luminescence; inhibition, % at 12.5 µM;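 further: 0% = vehicle reaction and 100% = reaction without DNA for no activity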
Target sequence (Q8N884 whole entry, looked up): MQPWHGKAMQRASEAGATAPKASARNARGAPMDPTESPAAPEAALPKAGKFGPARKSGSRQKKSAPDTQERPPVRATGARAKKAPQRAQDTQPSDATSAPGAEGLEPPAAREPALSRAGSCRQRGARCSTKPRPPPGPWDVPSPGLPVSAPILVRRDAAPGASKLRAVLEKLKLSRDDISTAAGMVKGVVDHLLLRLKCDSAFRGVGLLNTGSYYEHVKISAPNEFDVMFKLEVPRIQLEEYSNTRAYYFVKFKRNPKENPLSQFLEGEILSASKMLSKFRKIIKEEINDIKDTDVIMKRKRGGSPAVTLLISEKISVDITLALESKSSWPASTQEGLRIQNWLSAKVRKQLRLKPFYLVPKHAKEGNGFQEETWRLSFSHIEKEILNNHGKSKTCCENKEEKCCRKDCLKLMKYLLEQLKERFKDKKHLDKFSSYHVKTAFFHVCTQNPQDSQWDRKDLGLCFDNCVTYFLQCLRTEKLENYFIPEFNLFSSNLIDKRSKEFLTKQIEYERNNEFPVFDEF
NPYLR7 agonist: activates Aedes aegypti NPYLR7 receptor; HEK293T NPYLR7/Galpha15, GCaMP6s calcium fluorescence; 270,000 tested, 0.15% active; activation, % at 10 µM; in the data active means activation above about 40%;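 further: 0% = vehicle and 100% = reference agonist at the receptor; some compounds past the cut are filed as inactive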
* = called active by the depositor; & = joins results of further samples. Unless noted, no stated cut-off is given here; in the data, active means inhibition above about 40%; inactive means the rest.

What do the screens show for `Cc1cc(=O)[nH]c(SCc2cccc3cccnc23)n1`?
hcGAS lum: -2; NPYLR7 agonist: -4

Results for O=C(CN1CCc2sccc2C1c1ccc(Cl)cc1)N1CCCN(C(=O)c2cccs2)CC1 (configuration not stated) ?
mcGAS inh: -4; hcGAS lum: -2; NPYLR7 agonist: 11

Results for COc1cc2nc(SCC(=O)N(C)C3CCCCC3)n3nc(C)nc3c2cc1OC ?
hcGAS lum: -3; NPYLR7 agonist: -9

What do the screens show for `COc1ccc(S(=O)(=O)NCCc2sc3nc(-c4ccc(C)cc4)nn3c2C)cc1`?
mcGAS inh: -6; hcGAS lum: -6; NPYLR7 agonist: 3

Results for CC(=O)n1cc(N(C(=O)CCl)c2ccc(C)cc2)c2ccccc21 ?
hcGAS lum: -8; NPYLR7 agonist: 2

How did CCc1nc2c(OCc3ccccc3C)cccn2c1N(C)C(=O)c1ccc(OC)cc1 do in these assays?
mcGAS inh: -3; hcGAS lum: -2; NPYLR7 agonist: 8

What do the screens show for `Cc1cc(NS(=O)(=O)c2c(C)c(C)c(C)c(C)c2C)ccc1N1CCCC1=O`?
mcGAS inh: -4; hcGAS lum: 0; NPYLR7 agonist: 4

What do the screens show for `CC1=NN(c2cccc(C(=O)O)c2)C(=O)/C1=C\c1ccc(-c2ccccc2C(=O)O)o1`?
mcGAS inh: 64*; hcGAS lum: -6; NPYLR7 agonist: -4

Results for COc1ccc2nc(SCC(=O)NC(C)c3cccs3)[nH]c2c1 (configuration not stated) ?
mcGAS inh: -1; hcGAS lum: -6; NPYLR7 agonist: 0

Results for Cc1ccc2c(n1)OC(C)CN(CC1CC1)C2=O (configuration not stated) ?
mcGAS inh: -1; hcGAS lum: -4; NPYLR7 agonist: 2

What do the screens show for `O=c1ccc(-c2ccco2)nn1CCCNS(=O)(=O)Cc1ccccc1`?
hcGAS lum: -2; NPYLR7 agonist: 2

Results for CN(CC(=O)c1ccc(O)cc1)Cc1cccc2c1OCO2 ?
hcGAS lum: -2; NPYLR7 agonist: 22

What do the screens show for `CC(NC(=O)NCc1ccnn1C)c1cccc(Cl)c1` (configuration not stated)?
mcGAS inh: -8; hcGAS lum: -9; NPYLR7 agonist: -1

How did Cc1nc(CNC(=O)c2cc(C3CC3)[nH]n2)nc2c1CCCC2 do in these assays?
hcGAS lum: -5; NPYLR7 agonist: -4

Results for CC(=O)NCc1ccc(C(O)=C(C#N)C(=O)c2cccc(C)c2C)cc1 ?
hcGAS lum: -18; NPYLR7 agonist: 6

Results for O=C(c1ccc(N2CCC(NCc3cccc(OC(F)(F)F)c3)CC2)cc1)N1CCOCC1 ?
mcGAS inh: -12; hcGAS lum: -10; NPYLR7 agonist: 19

Results for COCCNC(=O)Cn1cc(-c2nnc(-c3ccco3)o2)c2ccccc21 ?
mcGAS inh: -8; hcGAS lum: -5; NPYLR7 agonist: 2

Results for CCC(CC)n1ncc(C)c1NC(=O)c1ncccc1C ?
mcGAS inh: -14; hcGAS lum: -6; NPYLR7 agonist: 6

Results for Cc1cccnc1CC(C)NC(=O)c1c(Cl)c(C(F)(F)F)nn1C (configuration not stated) ?
hcGAS lum: -5; NPYLR7 agonist: -6

Results for Cc1ccc(CCNC(=O)C2CC(=O)N(N(C)c3ccccc3)C2)cc1 (configuration not stated) ?
mcGAS inh: -2; hcGAS lum: -3; NPYLR7 agonist: -2

Results for CC(=O)c1ccccc1NS(=O)(=O)c1ccc2c(c1)NC(=O)CC(=O)N2 ?
mcGAS inh: -4; hcGAS lum: -21; NPYLR7 agonist: 18

What do the screens show for `CN(C(=O)c1ccc(-n2cnnc2)cc1)C1CCCc2ccccc21` (configuration not stated)?
hcGAS lum: 3; NPYLR7 agonist: 2

What do the screens show for `COc1ccc(-c2nc3ccccc3n2C(=O)c2ccccc2C(=O)O)cc1`?
hcGAS lum: -15; NPYLR7 agonist: -2

Results for C=CCc1cccc2cc(C(=O)N3CCOCC3)c(=O)oc12 ?
mcGAS inh: -2; hcGAS lum: -4; NPYLR7 agonist: 6

What do the screens show for `Cc1nc2c(c(N(C)Cc3cccc4cnccc34)n1)CNC2`?
hcGAS lum: 1; NPYLR7 agonist: 4

How did CCCCN(C(=O)NC1CCCCC1)c1c(N)n(CC(C)C)c(=O)[nH]c1=O do in these assays?
mcGAS inh: -5; hcGAS lum: -8; NPYLR7 agonist: -1

How did C=CCn1c(SCc2c(C)noc2C)nc2sc(C)c(C)c2c1=O do in these assays?
hcGAS lum: -6; NPYLR7 agonist: 23

What do the screens show for `CCOC(=O)N1CCN(CC(=O)N2N=C(c3cccc(C)c3)CC2c2ccc(F)cc2)CC1` (configuration not stated)?
mcGAS inh: -4; hcGAS lum: 0; NPYLR7 agonist: 1

What do the screens show for `O=C(c1cc2sccc2[nH]1)N1CCOC(c2ccc(F)cc2)C1` (configuration not stated)?
mcGAS inh: 1; hcGAS lum: 1

How did O=C(CCC(=O)N1CCN(c2ccccn2)CC1)NCCCc1ccccc1 do in these assays?
mcGAS inh: -4; hcGAS lum: -10; NPYLR7 agonist: 11

How did CC(C)N(Cc1cccc(OS(=O)(=O)c2cccc(C(F)(F)F)c2)c1)C(=O)Nc1ccc(C#N)cc1 do in these assays?
mcGAS inh: -5; hcGAS lum: -5; NPYLR7 agonist: 7

What do the screens show for `COc1ccc(CCN2C(=O)CSC2c2ccc3c(c2)OCO3)cc1OC` (configuration not stated)?
mcGAS inh: -7; hcGAS lum: -8; NPYLR7 agonist: -12

How did CCOCCOc1nc(-c2ccc(Cl)c(Cl)c2)n(-c2cccc(NC(=O)CC)c2)n1 do in these assays?
mcGAS inh: -7; hcGAS lum: -2; NPYLR7 agonist: 5

Results for CC12CN(C(=O)c3ccccc3)C3(C#N)CC1CCC23C (configuration not stated) ?
hcGAS lum: -6; NPYLR7 agonist: -1

Results for O=C(CN1CCOC1=O)N1CCOc2c(O)cc(-c3csc4ccccc34)cc2C1 ?
mcGAS inh: -12; hcGAS lum: -2; NPYLR7 agonist: 0

How did Cc1oc(-c2cccc(F)c2)nc1CC(=O)N1CCOC(COc2cccc(C(F)(F)F)c2)C1 (configuration not stated) do in these assays?
mcGAS inh: -9; hcGAS lum: -8; NPYLR7 agonist: 5

What do the screens show for `O=c1[nH]c(CN2CCCC2)nc2scc(-c3ccccc3Cl)c12`?
mcGAS inh: -1; hcGAS lum: 2; NPYLR7 agonist: -6

Results for O=C(NC(c1ccccc1)C1CCC1)c1n[nH]c(=O)c2ccccc12 (configuration not stated) ?
hcGAS lum: -8; NPYLR7 agonist: -22

What do the screens show for `Cc1ccc(S(=O)(=O)NCCn2cncn2)cc1`?
mcGAS inh: -10; hcGAS lum: -7; NPYLR7 agonist: 0

How did O=C(c1ccc(CSCc2ccco2)cc1)N1C2CCC1CC(Oc1ccc3c(c1)OCO3)C2 (configuration not stated) do in these assays?
mcGAS inh: 2; hcGAS lum: 4; NPYLR7 agonist: -1

Quoted at random: 2 compounds from above
Results for O=C(NC(c1ccccc1)C1CCC1)c1n[nH]c(=O)c2ccccc12 (configuration not stated) ?
hcGAS lum: -8; NPYLR7 agonist: -22

What do the screens show for `Cc1ccc(S(=O)(=O)NCCn2cncn2)cc1`?
mcGAS inh: -10; hcGAS lum: -7; NPYLR7 agonist: 0

The list continues.
What do the screens show for `Cc1ccc(-c2c(C)oc(C)c2C(=O)NCCc2cccs2)cc1`?
mcGAS inh: -3; hcGAS lum: -5; NPYLR7 agonist: -4

What do the screens show for `N=C1C(c2nc3ccccc3s2)C(=O)CN1NC(=O)c1c[nH]c2ccccc12` (configuration not stated)?
mcGAS inh: -5; hcGAS lum: -3; NPYLR7 agonist: 5

How did FC(F)(F)Oc1cccc(-c2nnc3ccc(-c4cccs4)cn23)c1 do in these assays?
mcGAS inh: -5; hcGAS lum: -2; NPYLR7 agonist: -9

How did COc1ccc(NC(=O)NC2CN(C(=O)OC(C)(C)C)C2)cn1 do in these assays?
hcGAS lum: -1; NPYLR7 agonist: 1

How did CCOC(=O)c1c(C)[nH]c(C)c1C(=O)CON=Cc1ccco1 do in these assays?
mcGAS inh: -8; hcGAS lum: -4; NPYLR7 agonist: 6

Results for CCOC(=O)c1c(C)n(C)c2ccc(OC(C)=O)c(S(=O)(=O)c3ccccc3)c12 ?
hcGAS lum: -4; NPYLR7 agonist: -7

How did Cc1cc(C)n(Cc2ccc(C(=O)N3CCCC(Nc4ccc(C(C)C)cc4)C3)cc2)n1 (configuration not stated) do in these assays?
mcGAS inh: -3; hcGAS lum: -4&-3; NPYLR7 agonist: 2&7

How did Cc1cc(C)cc(NC(=O)CN2CCCC2c2ccc3c(c2)OCCCO3)c1 (configuration not stated) do in these assays?
hcGAS lum: -3; NPYLR7 agonist: 9

Results for CC(Sc1nc2c3ccccc3ncn2n1)C(=O)N1CCCCC1 (configuration not stated) ?
mcGAS inh: -11; hcGAS lum: -11; NPYLR7 agonist: 11

How did Cc1nnc(SCCCC(=O)N2CCN(C(c3ccccc3)c3ccccc3)CC2)n1-c1cccc(Cl)c1 do in these assays?
mcGAS inh: -8; hcGAS lum: -6; NPYLR7 agonist: 28

Results for CCCCC1C=CCN1C(=O)CS(C)(=O)=O (configuration not stated) ?
hcGAS lum: -4; NPYLR7 agonist: 7

What do the screens show for `CC1(C)CN(C(=O)c2ccco2)C2(S1)C(=O)N(Cc1ccccc1Cl)c1ccccc12` (configuration not stated)?
mcGAS inh: -5; hcGAS lum: -9; NPYLR7 agonist: 7

How did O=C(NC1CC(=O)N(Cc2cccc(F)c2)C1)c1ccccn1 (configuration not stated) do in these assays?
hcGAS lum: 0; NPYLR7 agonist: 2

How did O=C(Nc1nc(-c2ccc([N+](=O)[O-])cc2)cs1)c1cccc2ccccc12 do in these assays?
mcGAS inh: -8; hcGAS lum: -3; NPYLR7 agonist: -3

Results for O[C@@H]1CN(Cc2cccc(C(F)(F)F)c2)CC[C@H]1N1CCCCCC1 ?
hcGAS lum: -7; NPYLR7 agonist: 4

Results for O=C(CN1CN(c2ccccc2)C2(CCN(C(=O)Nc3ccccc3F)CC2)C1=O)NCc1ccc2c(c1)OCO2 ?
mcGAS inh: -5; hcGAS lum: -10; NPYLR7 agonist: 26

How did CN(C(=O)C(O)c1cccc(Cl)c1)C1Cc2ccccc2C1 (configuration not stated) do in these assays?
mcGAS inh: -16; hcGAS lum: -6; NPYLR7 agonist: -1

What do the screens show for `Cc1nc2c(c(C(F)(F)F)n1)CC(C(=O)O)CC2` (configuration not stated)?
hcGAS lum: 4; NPYLR7 agonist: -23

Results for O=C(Nc1ccc(Oc2ccccc2)nc1)C1CCN(C(=O)C2CCCCO2)CC1 (configuration not stated) ?
hcGAS lum: -10&-6; NPYLR7 agonist: 5&2

What do the screens show for `Cc1cnc(NC(=O)c2oc3ccccc3c2CSc2ncn[nH]2)s1`?
mcGAS inh: -6; hcGAS lum: -1; NPYLR7 agonist: -2

How did Cc1cc(Oc2ccccc2C)nc(SCc2ccccc2F)n1 do in these assays?
mcGAS inh: -5; hcGAS lum: -7; NPYLR7 agonist: 1

What do the screens show for `Cc1noc(C)c1S(=O)(=O)Nc1cc(-c2ccccc2)nn1C1CCS(=O)(=O)C1` (configuration not stated)?
mcGAS inh: -9; hcGAS lum: -4; NPYLR7 agonist: -1

How did Cc1ccc(-c2cccc(C(=O)N3CCCC(Nc4ccc5c(c4)OCO5)C3)c2)o1 (configuration not stated) do in these assays?
mcGAS inh: -9; hcGAS lum: -7&-5; NPYLR7 agonist: 3&9

Results for COCCOc1nc(-c2ccc(F)cc2)n(-c2ccc(NC(=O)Nc3cccc(OC)c3)cc2)n1 ?
mcGAS inh: -10; hcGAS lum: -8; NPYLR7 agonist: 17

How did Cc1ccc(Cl)cc1-n1c(SCc2ccc(F)cc2)nnc1C(Cc1ccccc1)NC(=O)Nc1cccc(F)c1 (configuration not stated) do in these assays?
mcGAS inh: -7; hcGAS lum: -15; NPYLR7 agonist: 1

What do the screens show for `CC(C)(C)CC(=O)N1CCN(S(=O)(=O)c2ccc3ccccc3c2)CC1`?
mcGAS inh: -4; hcGAS lum: -10; NPYLR7 agonist: 0

What do the screens show for `CCOC(=O)N1CCC(N(CCOC)CC2CCN(Cc3ccccc3F)CC2)CC1`?
mcGAS inh: -9; hcGAS lum: -3; NPYLR7 agonist: -3

What do the screens show for `CN(C)C(=S)Nc1ccccc1Cl`?
hcGAS lum: -10; NPYLR7 agonist: 0

How did CN1CCCC(n2nc(Cc3ccc(Cl)cc3)c3ccccc3c2=O)CC1 (configuration not stated) do in these assays?
hcGAS lum: -2&1&-2; NPYLR7 agonist: 9&-14

By substructure: those above with an aryl thioether with sulfur outside any ring (nine)
What do the screens show for `Cc1cc(=O)[nH]c(SCc2cccc3cccnc23)n1`?
hcGAS lum: -2; NPYLR7 agonist: -4

Results for COc1cc2nc(SCC(=O)N(C)C3CCCCC3)n3nc(C)nc3c2cc1OC ?
hcGAS lum: -3; NPYLR7 agonist: -9

Results for COc1ccc2nc(SCC(=O)NC(C)c3cccs3)[nH]c2c1 (configuration not stated) ?
mcGAS inh: -1; hcGAS lum: -6; NPYLR7 agonist: 0

How did C=CCn1c(SCc2c(C)noc2C)nc2sc(C)c(C)c2c1=O do in these assays?
hcGAS lum: -6; NPYLR7 agonist: 23

Results for CC(Sc1nc2c3ccccc3ncn2n1)C(=O)N1CCCCC1 (configuration not stated) ?
mcGAS inh: -11; hcGAS lum: -11; NPYLR7 agonist: 11

How did Cc1nnc(SCCCC(=O)N2CCN(C(c3ccccc3)c3ccccc3)CC2)n1-c1cccc(Cl)c1 do in these assays?
mcGAS inh: -8; hcGAS lum: -6; NPYLR7 agonist: 28

What do the screens show for `Cc1cnc(NC(=O)c2oc3ccccc3c2CSc2ncn[nH]2)s1`?
mcGAS inh: -6; hcGAS lum: -1; NPYLR7 agonist: -2

How did Cc1cc(Oc2ccccc2C)nc(SCc2ccccc2F)n1 do in these assays?
mcGAS inh: -5; hcGAS lum: -7; NPYLR7 agonist: 1

How did Cc1ccc(Cl)cc1-n1c(SCc2ccc(F)cc2)nnc1C(Cc1ccccc1)NC(=O)Nc1cccc(F)c1 (configuration not stated) do in these assays?
mcGAS inh: -7; hcGAS lum: -15; NPYLR7 agonist: 1
